Source: PubChem BioAssay (Broad Institute)
DENV2 CPE – DENV2-induced cell death inhibition; AID 651640; 1.7% of 350,000 active; DENV2-infected cells, cytopathic effect rescue, plate reader; CPE inhibition, % at 9.99 µM; in the data active means CPE inhibition above about 20%, passing the limit was not always enough; inconclusive means no clear call, values can overlap the other calls; tested in BHK-21 cells;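 further: 0% = median of neutral control wells and 100% = median of positive control wells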
EWS-Fli block – blocks EWS/Fli oncoprotein-driven transcription; A673 NR0B1-luciferase reporter, viability-normalised; 0.67% of 350,000 active; inhibition, % at 12.6 µM;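 active means mean inhibition of at least 50% after viability correction, with every replicate also passing that limit; inconclusive means mean reaches 50% but only one of two replicates passes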;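 further: firefly luciferase signal divided by Alamar Blue viability fluorescence both relative to DMSO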
PAX8 reporter – PAX8 transcriptional activity inhibition; RMG-I TPO-luciferase reporter, SteadyGlo, 24 h; inhibition, % at 12.6 µM; 1.2% of 360,000 active;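 active means mean replicate inhibition at least 60% with every replicate also reaching 60%; inconclusive means only one of the two criteria is met; inactive means mean below 60% and not all replicates reaching 60%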;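 further: luciferase light reporting Pax8 driven TPO promoter activity; plate controls were median of neutral control wells for no effect and mitoxantrone controls for full effect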
Casp6 inh – caspase-6 (human) enzyme inhibition. AID 686996. 0.53% of 350,000 active. inhibition, % at 12.5 µM. purified caspase-6, Z-VEID-R110 cleavage fluorescence. P55212;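 active means mean inhibition across replicates at least about 35%, with every replicate also reaching that limit, limit read from the data; inconclusive means only one of the two criteria met; inactive means neither criterion met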;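 further: 0% = median of neutral control wells and 100% = no fluorescence left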
Target sequence (P55212 24-179 limits assumed): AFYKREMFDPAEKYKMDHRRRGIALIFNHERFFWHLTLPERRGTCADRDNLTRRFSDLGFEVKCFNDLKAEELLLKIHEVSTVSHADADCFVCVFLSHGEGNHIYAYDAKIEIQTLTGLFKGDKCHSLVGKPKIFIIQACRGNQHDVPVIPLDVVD
Target sequence (P55212 194-293 limits assumed): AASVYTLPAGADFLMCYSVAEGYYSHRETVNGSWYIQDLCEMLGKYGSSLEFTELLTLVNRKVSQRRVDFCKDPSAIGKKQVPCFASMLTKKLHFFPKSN
LGR2 inh – inhibitors of bursicon-induced Drosophila LGR2 receptor cAMP signaling; inhibition, % at 9.99 µM; 0.35% of 380,000 active; AID 720647; HEK293 LGR2, CRE-luciferase, bursicon-stimulated, 4 h;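 active means drop in luminescence signal, shown as inhibition above about 50% in the replicate tests, limit read from the data, passing the limit was not always enough; inconclusive means probably only some replicates passing the limit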;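 further: agonist challenge used bursicon conditioned medium at about half maximal strength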
ARNT-TACC3 inh – disrupts binding between human ARNT and TACC3; AlphaScreen His-ARNT PAS-B/GST-TACC3 binding, luminescence; TACC3 fragment carries E629A point mutation; Q9Y6A5; 0.66% of 390,000 active; inhibition, % at 9.99 µM;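 active means mean inhibition of replicates at least 50% and at least half of replicates each reaching 50%; inconclusive means half or more replicates reach 50% but mean below 50%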;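 further: 0% = complete ARNT plus TACC3 wells and 100% = ARNT alone without TACC3; many hits fall short of the cut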
SIRT5 inh – sirtuin-5 (human) deacylase inhibition | Q9NXA8 | Purified SirT5, succinyl-peptide AMC, trypsin-coupled fluorescence | inhibition, % at 15 µM | 1.1% of 330,000 active | AID 652115; in the data active means inhibition above about 15%; inconclusive means no clear call, values can overlap the other calls
Target sequence (Q9NXA8 whole entry, looked up): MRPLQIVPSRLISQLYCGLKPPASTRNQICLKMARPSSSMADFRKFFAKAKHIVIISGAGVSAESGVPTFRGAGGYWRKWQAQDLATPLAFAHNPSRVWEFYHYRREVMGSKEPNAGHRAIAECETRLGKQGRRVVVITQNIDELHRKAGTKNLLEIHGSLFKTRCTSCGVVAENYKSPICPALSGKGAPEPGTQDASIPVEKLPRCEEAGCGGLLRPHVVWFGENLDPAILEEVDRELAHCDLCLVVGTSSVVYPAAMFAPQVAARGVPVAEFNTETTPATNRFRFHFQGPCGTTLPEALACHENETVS
Numbers without * were called inactive; ? = inconclusive; nt = no result given.

SMILES	DENV2 CPE	EWS-Fli block	PAX8 reporter	Casp6 inh	LGR2 inh	ARNT-TACC3 inh	SIRT5 inh
O=C1NC(c2ccc(Cl)c([N+](=O)[O-])c2)Nc2ccccc21 (stereo not given)	-2.4	7.4	15.2	-4.1	6.0	-8.2	-2.3
Cc1cc(/C=N/NC(=O)c2cccc([N+](=O)[O-])c2)c(C)n1-c1ccccc1	-3.8	-38.8	26.5	-0.3	-27.0	nt	-0.4
Cc1ccccc1-c1nc(CS(=O)(=O)CC(=O)NC2CCCC2)c(C)o1	8.5	2.7	-3.2	-1.5	5.4	-3.5	-1.7
C[C@H](CO)N1C[C@H](C)[C@@H](CN(C)C(=O)Nc2ccc3c(c2)OCO3)Oc2ccc(NC(=O)c3ccncc3)cc2C1=O	0.3	-4.7	nt	0.3	nt	3.4	-1.9
O=C1NN=COc2ccccc21	-1.8	6.4	31.6	-6.3	-3.8	3.0	-4.3
Cc1cnc(C(=O)Nc2nc(-c3ccccc3)cs2)cn1	nt	nt	-4.6	nt	-0.2	8.4	nt
C[C@H](CO)N1C[C@H](C)[C@H](CN(C)Cc2ccc(C(F)(F)F)cc2)Oc2c(NS(=O)(=O)c3ccccc3)cccc2C1=O	-14.1	2.6	-2.1	2.4	-7.5	0.7	-3.9
CN(CC(=O)Nc1ccccc1C(F)(F)F)C(=O)COc1ncnc2sccc12	6.6	4.1	4.9	0.2	19.1	-2.5	10.5
CCOc1ccccc1NC(=O)C1CCN(S(=O)(=O)c2cccc3cccnc23)CC1	-1.6	2.6	11.7	1.9	-17.3	2.4	nt
CC(C)(C)c1ccc(S(=O)(=O)N2CCC(NC(=O)c3ccco3)CC2)cc1	5.3	9.2	19.5	-3.6	-2.5	1.4	-1.1
CCC(Oc1ccccc1)C(=O)Nc1nnc(S(=O)(=O)N2CCCC2)s1 (stereo not given)	0.9	4.4	-11.0	0.8	9.4	1.3	9.3
CO[C@H]1CN(C)C(=O)c2cc(NC(=O)c3ccccc3F)ccc2OC[C@H](C)N(CC2CCOCC2)C[C@H]1C	80.9*	-0.9	nt	-1.6	-34.8	1.8	7.3
O=C(N/N=C/c1ccco1)C(O)C(O)C(=O)N/N=C/c1ccco1 (stereo not given)	0.0	9.2	-9.3	3.5	4.7	-1.4	3.5
O=C1OC(c2ccc(Cl)cc2)=N/C1=C\C=C\c1ccco1	1.9	13.9	23.5	64.1*	-20.6	-2.3	0.0
CCCCOc1ccc(C(=O)OCC(=O)N2CCCCCC2)cc1	4.3	1.0	1.8	1.1	2.6	-8.5	nt
CC1(C)CC(=O)C/C(=N/NC(=O)COc2ccc3ccccc3c2Br)C1	?	nt	-5.2	-0.1	3.5	-1.4	-0.1
COCC(=O)N1C[C@H](C)[C@H](OC)CN(C)C(=O)c2ccc(NC(=O)c3ccc(OC)cc3)cc2OC[C@@H]1C	12.6	4.7	-0.6	nt	-9.0	-3.8	-4.9
CC[n+]1c(/C=C2/C=C(C)CC(C)C2)sc2ccccc21 (stereo not given)	10.6	28.0	22.9	-4.3	8.2	-0.1	-3.4
O=C(NC1CC1)C1=C[C@H](c2ccc(C(F)(F)F)cc2)C[C@H](OCCCCO)O1	-10.5	-7.6	15.8	1.2	-2.1	-5.0	-3.2
Cc1ccc(S(=O)(=O)N2CCN(C(=O)COC(=O)c3ccc([N+](=O)[O-])o3)CC2)c(C)c1	-2.5	3.1	9.1	8.6	7.0	1.8	-2.1
COCC(=O)Nc1ccc2c(c1)C(=O)N(C)[C@H]1CC[C@@H](CC(=O)NC3Cc4ccccc4C3)O[C@H]1CO2	12.1	7.2	11.8	-2.6	5.4	0.6	-2.8
C/C=C/c1ccc(OCCN2CCc3ccccc3C2)c(OC)c1	-1.7	11.0	20.3	-5.1	8.4	4.6	-3.7
CCC(=O)N(C)C[C@H]1N[C@@H](CO)[C@H]1c1ccc(-c2cccc(C#N)c2)cc1	0.4	1.2	nt	-1.5	-10.2	nt	-4.9
CCS(=O)(=O)N1CCCCN2[C@H](CO)[C@@H](c3ccc(C#Cc4ccccc4OC)cc3)[C@@H]2C1	3.3	nt	-17.7	-0.6	9.2	nt	-1.5
COc1ccc(NC(=O)CSc2nccn2Cc2ccco2)cc1OC	6.0	nt	-63.8	4.4	-6.5	0.6	-3.2
O=C(Oc1ccc(N(C(=O)c2ccncc2)S(=O)(=O)c2cccs2)cc1)c1ccncc1	0.1	3.1	9.4	5.3	27.5	3.9	-3.6
O=C(CN1CCN(S(=O)(=O)c2ccc(Cl)c(C(F)(F)F)c2)CC1)NC(=O)NC1CCCCC1	-2.1	4.8	-2.0	2.0	2.3	0.9	-1.2
COc1ccc(NC(=O)N2CC(=O)N3[C@H](CO)[C@@H](c4ccc(C#CCC5CCCC5)cc4)[C@H]3C2)cc1	-1.5	nt	nt	-0.3	4.8	nt	11.9
CCC(=O)OCC(=O)Nc1cc([N+](=O)[O-])ccc1Cl	-0.7	-11.2	11.7	1.3	-2.2	5.2	-2.6
CC(=O)N1CCN(S(=O)(=O)c2cccc(C(=O)Nc3ccc4c(c3)OCO4)c2)CC1	4.6	-2.7	11.6	3.7	-11.2	9.0	1.7

A few values from the list.
COCC(=O)Nc1ccc2c(c1)C(=O)N(C)[C@H]1CC[C@@H](CC(=O)NC3Cc4ccccc4C3)O[C@H]1CO2 in EWS-Fli block = 7.2
COc1ccc(NC(=O)CSc2nccn2Cc2ccco2)cc1OC in SIRT5 inh = -3.2
COc1ccc(NC(=O)N2CC(=O)N3[C@H](CO)[C@@H](c4ccc(C#CCC5CCCC5)cc4)[C@H]3C2)cc1 in Casp6 inh = -0.3
O=C(Oc1ccc(N(C(=O)c2ccncc2)S(=O)(=O)c2cccs2)cc1)c1ccncc1 in LGR2 inh = 27.5
O=C(CN1CCN(S(=O)(=O)c2ccc(Cl)c(C(F)(F)F)c2)CC1)NC(=O)NC1CCCCC1 in LGR2 inh = 2.3
CCC(=O)N(C)C[C@H]1N[C@@H](CO)[C@H]1c1ccc(-c2cccc(C#N)c2)cc1 in DENV2 CPE = 0.4

(next part)
SMILES	DENV2 CPE	EWS-Fli block	PAX8 reporter	Casp6 inh	LGR2 inh	ARNT-TACC3 inh	SIRT5 inh
COCCN(C[C@H]1[C@H](c2ccccc2)[C@H](CO)N1C(C)=O)C(=O)c1cccnc1	18.1	-11.5	-5.1	3.0	8.9	-6.7	3.8
CCOc1ccc(N2CC(C(=O)Nc3ccc(OC)c(S(=O)(=O)N4CCCCC4)c3)CC2=O)cc1 (stereo not given)	3.0	-6.6	12.1	1.8	0.8	14.1	-1.6
C[C@@H]1CN([C@@H](C)CO)C(=O)c2cccc(NC(=O)CCCCCC(=O)Nc3ccccc3N)c2O[C@@H]1CN(C)S(=O)(=O)c1ccc(Cl)cc1	2.0	34.6	nt	2.0	-0.9	nt	8.6
C[C@@H]1CN([C@@H](C)CO)C(=O)c2cccc(NC(=O)C3CC3)c2O[C@H]1CN(C)S(=O)(=O)c1ccccc1	0.5	-7.9	6.0	0.1	-2.7	4.8	0.8
O=C(COCc1cc(-c2cccs2)on1)NC1CCCCC1	5.8	3.0	-4.9	-2.8	-16.6	-4.9	-2.5
O=C(c1ccco1)N1CCN(Cc2c(Cl)cccc2Cl)CC1	2.3	-79.8	-87.1	-0.1	-23.5	-2.2	nt
Cc1ccc(CN2C(=NC(=O)CCC(=O)O)SC3CS(=O)(=O)CC32)cc1 (stereo not given)	-1.4	-1.0	-14.6	2.4	-1.5	1.8	-2.0
COc1ccc(Nc2cc(C(=O)N3CCc4ccccc4C3)c3ccccc3n2)c(OC)c1	8.4	2.5	8.3	-3.0	-1.0	nt	0.0
O=C(OCn1ncc(Br)c(Br)c1=O)c1ccccc1Cl	nt	nt	nt	3.6	27.4	nt	6.4
Cc1ccc(CN2CCN(Cc3c(C)nn(C(C)C)c3C)CC2CCO)o1 (stereo not given)	0.2	1.7	5.2	-3.5	-6.7	-0.7	-3.0
COc1ccc(CC(CC(=O)O)C(=O)NCc2ccccc2)cc1 (stereo not given)	-0.5	1.9	-7.7	-0.9	-34.6	-3.9	-3.0
Cc1ccc(S(=O)(=O)N(C)C[C@H]2OCCCC[C@H](C)Oc3ccc(NC(=O)Nc4cccc5ccccc45)cc3C(=O)N([C@@H](C)CO)C[C@@H]2C)cc1	2.9	1.1	-18.4	0.3	-5.5	25.0	10.4
C[C@@H]1CCCCO[C@H](CN(C)C(=O)NC2CCCCC2)[C@H](C)CN([C@H](C)CO)C(=O)c2cc(NC(=O)CCC(F)(F)F)ccc2O1	-1.0	4.8	14.6	4.0	5.0	1.6	-1.4
N#Cc1cc(Nc2c(N)nc[nH]c2=O)c([N+](=O)[O-])cc1C#N	-2.7	10.3	30.0	4.1	5.0	8.3	-5.1
CC1CCN(S(=O)(=O)c2c[nH]c(=O)[nH]c2=O)CC1	2.4	-4.8	1.3	0.3	4.7	-22.7	-1.6
O=C(O)CN1CCCCCC1=O	9.9	6.1	-23.8	-0.5	nt	2.0	2.7
Cc1ccc(-c2ccccc2)n1-c1ccc(C(=O)O)cc1	11.8	17.0	26.7	9.0	14.9	4.3	1.3
CCC(C)[C@H](NC(=O)N1CC(=O)Nc2ccccc21)C(=O)N1CCC(C(=O)O)CC1 (stereo not given in full)	-1.0	-2.7	10.2	-0.4	1.0	-3.8	-3.3
O=C(Oc1ccccc1)c1cccc2cccnc12	-2.9	12.0	nt	1.7	-9.5	15.8	0.6
COc1ccccc1NS(=O)(=O)c1cc(N)ccc1N1CCCC1	5.1	-9.3	1.8	-0.2	11.0	-28.1	-1.2
O=C(CC1CC1)N1CC[C@@H]2[C@H]1c1cc(-c3ccccc3)ccc1N[C@@H]2CO	-2.6	6.1	-15.4	1.9	-16.5	-2.2	-1.9
CSc1ccc(/C=C/C(=O)OCC(=O)N2CCN(c3ccccc3)CC2)cc1	-1.7	-0.5	2.8	-48.7	23.4	7.5	0.1
CCCC(=O)Nc1ccc2c(c1)C(=O)N(C)[C@@H]1CC[C@@H](CC(=O)OC)O[C@H]1CO2	-2.9	?	35.2	nt	16.1	17.4	nt
CCCN1[C@H](C(=O)NCCCN(C)C)[C@@H](CO)[C@@H]2Cn3c(ccc(C4=CCCCC4)c3=O)[C@@H]21	-3.6	5.2	9.3	3.0	-21.9	2.8	6.1
COc1ccc(-c2cc(C(=O)NC3CCCC3)no2)cc1	-2.5	-39.1	-203.9	-3.8	-9.5	-5.7	-1.3
COc1cccc(NC(=O)N(C)C[C@@H]2Oc3cc(C#Cc4ccc(F)cc4)ccc3S(=O)(=O)N([C@@H](C)CO)C[C@H]2C)c1	-0.7	4.1	nt	1.0	1.1	-3.4	11.7

2 of the compounds above, field by field:
> COc1ccc(-c2cc(C(=O)NC3CCCC3)no2)cc1
  DENV2 CPE: -2.5; EWS-Fli block: -39.1; PAX8 reporter: -203.9; Casp6 inh: -3.8; LGR2 inh: -9.5; ARNT-TACC3 inh: -5.7; SIRT5 inh: -1.3
> COc1cccc(NC(=O)N(C)C[C@@H]2Oc3cc(C#Cc4ccc(F)cc4)ccc3S(=O)(=O)N([C@@H](C)CO)C[C@H]2C)c1
  DENV2 CPE: -0.7; EWS-Fli block: 4.1; PAX8 reporter: nt; Casp6 inh: 1.0; LGR2 inh: 1.1; ARNT-TACC3 inh: -3.4; SIRT5 inh: 11.7
